PAX8 inh HTS – PAX8 transcriptional activity inhibition. 360,000 compounds, 1.2% hits. inhibition, % at 12.6 µM. RMG-I TPO-luciferase reporter, SteadyGlo, 24 h;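 active means mean replicate inhibition at least 60% with every replicate also reaching 60%; inconclusive means only one of the two criteria is met; inactive means mean below 60% and not all replicates reaching 60%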;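 further: luciferase light reporting Pax8 driven TPO promoter activity; plate controls were median of neutral control wells for no effect and mitoxantrone controls for full effect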
ERp5 block – ERp5 (human) disulfide isomerase inhibition. inhibition, % at 9.99 µM. 350,000 compounds, 0.05% hits. AID 651711. Q15084. ERp5 insulin aggregation, absorbance 650 nm, 90 min;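 active means mean replicate inhibition above about 25%, with every replicate also reaching it, limit read from the data, passing the limit was not always enough; inconclusive means only one of those two criteria met; inactive means neither criterion met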
Target sequence (Q15084 whole entry, looked up): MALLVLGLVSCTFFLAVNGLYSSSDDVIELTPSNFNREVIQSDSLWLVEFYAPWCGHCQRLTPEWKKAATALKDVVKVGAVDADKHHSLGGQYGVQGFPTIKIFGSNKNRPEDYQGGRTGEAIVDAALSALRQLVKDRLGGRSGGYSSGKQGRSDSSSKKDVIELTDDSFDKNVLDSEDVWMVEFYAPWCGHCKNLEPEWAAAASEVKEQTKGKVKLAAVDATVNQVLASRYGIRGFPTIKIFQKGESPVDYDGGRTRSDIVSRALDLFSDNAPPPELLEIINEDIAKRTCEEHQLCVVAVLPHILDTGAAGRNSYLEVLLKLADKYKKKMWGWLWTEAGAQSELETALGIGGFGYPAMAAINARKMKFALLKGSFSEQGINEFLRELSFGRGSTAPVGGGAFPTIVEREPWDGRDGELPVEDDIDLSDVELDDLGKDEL
EWS-Fli inh – inhibitors of EWS/Fli oncoprotein transcriptional activity | inhibition, % at 12.6 µM | A673 NR0B1-luciferase reporter, viability-normalised | 350,000 compounds, 0.67% hits;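 active means mean inhibition of at least 50% after viability correction, with every replicate also passing that limit; inconclusive means mean reaches 50% but only one of two replicates passes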;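 further: firefly luciferase signal divided by Alamar Blue viability fluorescence both relative to DMSO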
CFTR F508del cor – CFTR F508del correction in bronchial cells | CFBE cells, YFP halide quenching; stimulated with forskolin plus potentiator P3; % fluorescence drop versus neutral controls | activity (quench increase), % at 7.58 µM | 350,000 compounds, 0.36% hits | AID 720511;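 active means mean added fluorescence quench of at least 8% versus neutral control, with both replicates also reaching 8%; inconclusive means only one of the mean or replicate conditions met; inactive means mean below 8% and not both replicates reaching 8%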;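 further: cells transiently co-express mutant CFTR-F508del with the halide-sensitive YFP; corrector assay measuring rescue of mutant channel to the surface after 24 h compound exposure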
INS-1E GSIS act – primary screen for activators of insulin secretion dependent on glucose, INS-1E cells, GLuc reporter luminescence; INS-1E GLuc reporter insulin secretion, 2-3 h; activation, % at 16.6 µM; 370,000 compounds, 0.61% hits; AID 743287;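 active means lowest replicate activation of at least 40%, so every replicate reaches that level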;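 further: 0% = median of neutral control wells and 100% = median of IBMX positive control wells; some compounds called inactive have numbers as strong as hits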
XiGFP reactiv – X-chromosome reactivation activator; XiGFP mouse fibroblasts, % GFP-positive cells imaging, 3 d; cells co-treated with 5-aza-dC sensitizer; scaled so ellipticine positive control = 100%; activation, % at 7.58 µM; 360,000 compounds, 0.055% hits; AID 743238;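 active means mean normalized replicate activation at least 10% and every replicate at or above 10%; inconclusive means only one of the two criteria met; inactive means mean below 10% and not all replicates reach 10%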;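 further: 0% = median of on-plate neutral control wells and 100% = ellipticine 6 µM median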
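Assay system – SV40-immortalized XiGFP fibroblast cells, line 68-5-11 · Buffer or medium – DMEM supplemented with 5-aza-dC as sensitizing agent · Dosing – one concentration, pinned · Benchmarks – positive control ellipticine, 6 µM final · Times – 3 days compound exposure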
ARNT TACC3 PPI – disrupts binding between human ARNT and TACC3; AlphaScreen His-ARNT PAS-B/GST-TACC3 binding, luminescence; TACC3 fragment carries E629A point mutation; inhibition, % at 9.99 µM; 390,000 compounds, 0.66% hits; AID 623870;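 active means mean inhibition of replicates at least 50% and at least half of replicates each reaching 50%; inconclusive means half or more replicates reach 50% but mean below 50%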;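 further: 0% = complete ARNT plus TACC3 wells and 100% = ARNT alone without TACC3; many hits fall short of the cut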
DENV2 CPE – DENV2-induced cell death inhibition | 350,000 compounds, 1.7% hits | CPE inhibition, % at 9.99 µM | DENV2-infected cells, cytopathic effect rescue, plate reader | AID 651640; in the data active means CPE inhibition above about 20%, passing the limit was not always enough; inconclusive means no clear call, values can overlap the other calls; tested in BHK-21 cells;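 further: 0% = median of neutral control wells and 100% = median of positive control wells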
Active calls of the source: *; ? = inconclusive; nt = no result given; & = joins results of further samples.

SMILES | PAX8 inh HTS | ERp5 block | EWS-Fli inh | CFTR F508del cor | INS-1E GSIS act | XiGFP reactiv | ARNT TACC3 PPI | DENV2 CPE
O=C(COc1cccnc1[N+](=O)[O-])N1CCN(S(=O)(=O)c2ccccc2)CC1 | -5 | nt | nt | nt | 16 | 0.0 | 0 | nt
O=C(c1ccc2oc(CCCc3ccccc3)nc2c1)N1CCCC1 | -140 | -4 | nt | 3.5 | -6 | -0.1 | -3 | 4
CC(Oc1ccc2ccccc2c1)C(=O)NNC(=O)Nc1ccccc1 (stereo not drawn) | 6 | 9 | 0 | -1.0 | -14 | 0.0 | -2 | ?
C[C@H](CO)N1C[C@H](C)[C@H](CN(C)S(=O)(=O)c2cccs2)OCCCC[C@H](C)Oc2ccc(NC(=O)Nc3ccc(F)cc3)cc2C1=O | 54 | -4 | -5 | 0.1 | -4 | -0.5 | 12 | 0
CCN(CC(=O)Nc1ccc2c(c1)OCCO2)C(=O)c1ccc(C)c(S(=O)(=O)N2CCOCC2)c1 | -6 | -3 | 2 | -1.5 | 2 | 0.0 | 12 | 14
Cc1ccccc1-c1cnc2c(c1)C(=O)N([C@@H](C)CO)C[C@H](C)[C@H](CN(C)C(=O)c1ccccc1)O2 | -33 | nt | -12 | -0.6 | 10 | -0.1 | -1 | -6
CC(=O)C[C@H](O)CC(=O)[C@H]1OC(=O)[C@H](C)CCCCc2ccccc21 | -14 | 3 | -2 | -3.5 | 16 | 0.2 | -2 | 8
CS(=O)(=O)N(CC(=O)Nc1ccc(F)c(F)c1)c1cccc([N+](=O)[O-])c1 | -16 | nt | nt | nt | -10 | -0.1 | -15 | nt
O=C(NCCCn1ccnc1)c1[nH]c(C(F)(F)F)nc1-c1ccccc1 | -13 | -3 | 2 | -5.1 | nt | 0.1 | nt | -4
C[C@H](CO)N1C[C@H](C)[C@@H](CN(C)Cc2ccccc2F)Oc2ncc(-c3ccccc3F)cc2C1=O | 4 | 6 | -1 | -1.9 | 4 | -0.4 | 4 | -5
CCO/C([O-])=N/c1sn[n+](C)c1C | 9 | -1 | 6 | 0.6 | 1 | 0.4 | -5 | -1
O=C(C[C@@H]1CC[C@H](NC(=O)Nc2ccc3c(c2)OCO3)[C@H](CO)O1)NCc1ccc(Cl)cc1 | 5 | 1 | 2 | -1.5 | -2 | 0.3 | 12 | -5
COC(=O)CC1C(=O)NCCN1C(=S)Nc1ccccc1Cl (stereo not drawn) | 2 | -8 | 2 | -3.4 | -13 | 0.0 | 4 | 13
CN1c2ccc(C3=CCCCC3)cc2[C@H]2[C@H](CCN2C(=O)C2CCCCC2)[C@@H]1CO | 20 | -2 | -14 | 6.6 | -15 | 0.0 | nt | -6
OCc1nc2ccccc2n1Cc1c(F)cccc1Cl | 17 | -3 | -8 | -3.3 | 5 | 0.0 | -3 | -1
CC(OC(=O)c1ccccc1C(=O)N(C)c1ccccc1)C(=O)Nc1ccccc1[N+](=O)[O-] (stereo not drawn) | 3 | 1 | 3 | -2.0 | 0 | 0.4 | 4 | 4
C[C@H]1CCCCO[C@@H](CN(C)C(=O)NC2CCCCC2)[C@@H](C)CN([C@@H](C)CO)C(=O)c2cc(NS(=O)(=O)c3ccc(F)cc3)ccc2O1 | 40 | 1 | 10 | -0.2 | -24 | -0.1 | -3 | 19
Cc1ccc(S(=O)(=O)N2CCOCC2)cc1NC(=O)CN1CCC(Cc2ccccc2)CC1 | 12 | 3 | 17 | 1.0 | -25 | 0.1 | -2 | 0
O=C(Nc1nc2ccccc2[nH]1)c1ccccc1[N+](=O)[O-] | -98 | 1 | -61 | 2.5 | -12 | 0.0 | 5 | -8
CC(=O)NS(=O)(=O)c1ccc(NC(=O)c2cc(-c3ccc(C)cc3)nc3ccccc23)cc1 | 9 | 3 | 0 | 5.2 | -15 | 0.0 | -4 | 2
COc1ccc(/C=N/NC(=O)CCSc2nc3ccccc3s2)cc1OC | -10 | 0 | -5 | 5.6 | 54* | -0.1 | 1 | -4
Cc1cc(=O)nc2c3ccccc3n(CC(=O)NCCCN3CCCC3=O)n12 | 3 | 0 | 1 | 0.0 | 11 | 0.1 | 16 | ?
O=C(NCCS(=O)(=O)NC1CCCC1)c1ccc(F)cc1 | 10 | -1 | 2 | 2.9 | 1 | 0.0 | 1 | ?
O=C(O)c1cccc(NC(=O)c2ccccc2NC(=O)c2ccccc2F)c1 | -6 | 1 | 0 | -0.7 | 7 | 0.3 | 4 | 14
C[n+]1ccccc1/C=C/c1ccc2ncccc2c1 | -5 | -2 | -2 | -1.3 | 13 | 0.2 | -2 | 5

(cont.)
SMILES | PAX8 inh HTS | ERp5 block | EWS-Fli inh | CFTR F508del cor | INS-1E GSIS act | XiGFP reactiv | ARNT TACC3 PPI | DENV2 CPE
COc1ccc(S(=O)(=O)NCc2ccccn2)cc1Br | -3 | 6 | 9 | 3.2 | 6 | 0.0 | 27 | -4
CSc1ncc(C(=O)Nc2ccccc2F)c(-c2ccccc2)n1 | 8 | -1 | -5 | 0.1 | 8 | 0.1 | 2 | 2
Cc1cc2ccccc2n1CCNCc1c(C(=O)N2CCOCC2)nc2ccccn12 | -7 | 0 | 13 | -0.4 | 32 | nt | -4 | nt
Cc1cccc(C2N=C(N)Nc3nc4ccccc4n32)c1 (stereo not drawn) | -18 | -1 | 2 | -1.6 | 56* | 0.4 | 3 | -1
O=C(NC[C@@H]1[C@H](c2ccccc2)[C@H](CO)N1C(=O)Cc1cccnc1)C1CC1 | 2 | 5 | 6 | 1.0 | -1 | 0.1 | -1 | -11
COc1ccc(C2c3c(ncn(CCCO)c3=N)Oc3ccc4ccccc4c32)cc1 (stereo not drawn) | -10 | -5 | 21 | 0.4 | -1 | 0.0 | 14 | -16
Cc1cccc(C)c1NC(=O)Cn1c(=O)c(N2CCCCC2)c(N)n(C)c1=O | 5 | -1 | -9 | -1.6 | -6 | -0.1 | 5 | -11
Cc1ccc(S(=O)(=O)N2CCN(c3cccc(C)c3)CC2)cc1 | 15 | 1 | 7 | -0.5 | -5 | 0.0 | 2 | -4
COc1ccc(CS(=O)c2nc(C)cc(C)c2S(C)(=O)=O)cc1 (stereo not drawn) | 10 | -1 | 3 | -1.5 | -5 | 0.0 | -3 | -1
O=C(NCc1ccccc1)N1CCCC1 | -27 | 5 | 9 | 2.6 | -8 | 0.0 | -10 | 2
O=C(N/N=C\c1cc(Cl)ccc1O)c1ccc(S(=O)(=O)N2CCCCC2)cc1 | 43 | nt | nt | nt | 0 | -0.1 | 1 | nt
COc1ccc(NC(=O)N(C)C[C@H]2Oc3c(NC(=O)Nc4cccc5ccccc45)cccc3C(=O)N([C@H](C)CO)C[C@@H]2C)cc1 | nt | 3 | -2 | 0.9 | -5 | 0.0 | -1 | 15
COCCN(C(=O)COC(=O)c1cc2c(s1)CCCC2)c1c(N)n(Cc2ccccc2)c(=O)[nH]c1=O | 3 | 4 | 0 | -1.0 | -13 | 0.1 | nt | -4
CCN(CC)CCNC(=O)c1ccc(Sc2ccc(Cl)cc2)c(NC(C)=O)c1 | 0 | -4 | -4 | 0.1 | 35 | 0.1 | -69 | 13
Cc1ccc(NC(=O)c2ccc(F)cc2F)cc1NS(C)(=O)=O | 4 | -3 | -11 | -0.4 | nt | 0.0 | nt | 1
COc1ccc(S(=O)(=O)Oc2cccc(C(=S)N3CCOCC3)c2)cc1 | 22 | -2 | nt | -0.7 | 14 | 0.0 | 2 | -6
O=C(C[C@@H]1CC[C@H](NC(=O)CC2CC2)[C@H](CO)O1)NCc1ccc(Cl)cc1 | 3 | 2 | -2 | -1.3 | -3 | 0.2 | -1 | 15
Cc1ccc2[nH]c3c(=O)n(N)c(C)nc3c2c1 | -13 | 1 | -40 | -1.8 | 1 | 0.0 | 1 | 6
C=CC[C@]1(C(=O)OC)N=C(c2ccc(OCCCO)cc2)O[C@H]1c1ccccc1 | -3 | 0 | -35 | -0.3 | nt | nt | -20 | -7
CCNC(=S)NNC(=O)CC(C)C | 8 | 1 | 3 | 9.5* | 17 | 0.0 | -1 | 2
CSCC[C@H](NC(=O)[C@@H]1CSC2c3ccccc3C(=O)N21)C(=O)NCc1ccco1 (stereo partly drawn) | 17 | 1 | 0 | 0.6 | -10 | 0.0 | -4 | ?
COc1ccc(NC(=O)CCCSc2ccccc2)cc1S(N)(=O)=O | 0 | 4 | 2 | 3.3 | -5 | 0.2 | 9 | -4
CC(C)Cc1nc(Cl)c(C#N)c2c1CCC2 | 24 | -7 | 9 | 0.5 | 13 | 0.8 | -2 | 13
COC(=O)c1ccccc1NC(=O)CCn1c(=O)oc2ccccc21 | -19 | -8 | -9 | -1.2 | 20 | -0.2 | -4 | 8
C=CCNC(=O)c1cc2sccc2n1C | -3 | 0 | -5 | -3.5 | 15 | 0.1 | 24 | 2

Later entries
SMILES | PAX8 inh HTS | ERp5 block | EWS-Fli inh | CFTR F508del cor | INS-1E GSIS act | XiGFP reactiv | ARNT TACC3 PPI | DENV2 CPE
Cc1ccc(C2C3=C(CC(C)(C)CC3=O)OC3=C2C(=O)CC(C)(C)C3)cc1 | 0 | -3 | 9 | 6.4 | 4 | 0.0 | nt | 1
COCCNC(=O)C1CCCN(Cc2ccccc2)CC1 (stereo not drawn) | 23 | -8 | 9 | 3.0 | 28 | 0.0 | nt | -3
O=C1CN(c2ccc(Cl)cc2)C2(CCCCC2)S1 | 1 | -11 | 10 | nt | 27 | 0.0 | -10 | 10
Cc1noc(C)c1S(=O)(=O)Nc1ccc2c(c1)C(=O)N([C@@H](C)CO)C[C@@H](C)[C@H](CN(C)C(=O)Nc1ccc(F)cc1)OCCCC[C@@H](C)O2 | -10 | -1 | -23 | 0.3 | -14 | 4.2 | 1 | -4
O=S(=O)(N[C@@H]1CC[C@@H](CCNS(=O)(=O)c2ccccc2Cl)O[C@@H]1CO)c1ccccc1 | -2 | -2 | -3 | -1.0 | -10 | -0.4 | -7 | -3
C/C(N)=C(/C#N)C(=O)CSc1n[nH]c(-c2ccccc2Br)n1 | -75&-69 | 2 | -26 | 0.9 | 4 | 0.1 | 12&-2 | 6
C[C@@H]1CN([C@H](C)CO)C(=O)c2cc(NC(=O)Nc3ccccc3)ccc2O[C@@H](C)CCCCO[C@@H]1CN(C)Cc1ccc2c(c1)OCO2 | ? | -1 | 3 | 2.7 | -31 | 0.7 | 30 | -2
CO[C@H]1CN(C)C(=O)c2cc(NC(=O)NC(C)C)ccc2OC[C@@H](C)N(Cc2ccccc2)C[C@@H]1C | 2 | 14 | -1 | 0.3 | -10 | 0.2 | -1 | -4
O=C(NCc1ccccc1)c1ccc2nccnc2c1 | nt | -12 | 1 | -1.9 | 1 | nt | -11 | 2
COc1ccc(C(=O)/C=C/c2ccc3c(c2)OCCO3)cc1 | -67 | -7 | -54 | -1.3 | 9 | 0.1 | -4 | -1
COc1ccc(C2(c3ccc(OC)cc3)NC(=O)N(CC(=O)NC(C)C)C2=O)cc1 | 2 | -4 | nt | -0.4 | -11 | -0.1 | nt | -9
CN(C)S(=O)(=O)c1cccc(NC(=O)CCc2nc3cc(S(=O)(=O)N4CCOCC4)ccc3n2C)c1 | 8 | 9 | -1 | -0.1 | 8 | -0.1 | -8 | -6

Screens from PubChem.
